Screening results from PubChem.
KB-3-1 cytotox = KB-3-1 parental cell cytotoxicity; KB-3-1 viability, CellTiter-Glo ATP luminescence, 72 h; Potency, µM (series often up to 46.1 µM), for inactives: top-dose activity change, negative = cytotoxic, usual class: cytotoxic; 400,000 tested, 1.4% active; AID 1347075; also: potency is read from the fitted curve at half-maximal effect; % is scaled to controls: 0 for no effect and ±100 for the full control effect; nearly all actives have a fitted effect of over 60% in size
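KB-3-1 cells, DMEM (no phenol red) + 10% FBS; compound by pin transfer, 72 h, 37 °C. Readout: CellTiter-Glo luminescence after 10 min. Data normalized, curve-fitted.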
HepG2 tox = HepG2 cytotoxicity, counter-screen for TGF-b inhibitors; HepG2 CAGA-GFP viability, ATP luminescence, 18 h; Potency, µM (top dose mostly 46.1 µM), for the others: at the highest dose activity change, negative = cytotoxicity, usual class: cytotoxic; 410,000 tested, 0.76% active; AID 588856; also: potency is read from the fitted curve at half-maximal effect; some results filed as inactive show a strong effect at the top dose
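CellTiter-Glo luminescence gave cytotoxicity after 18 hours at 37 degrees C. The cells were HepG2 CAGA-GFP in 1% FBS DMEM, stimulated with 500 pg/mL TGF-beta after compound addition. %Activity was normalised to no-cell wells (complete cell-killing) and DMSO (no toxicity), and curves were fitted and classified.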
ATXN2 expr inh = inhibitors of ATXN2 expression. Potency, µM (highest dose often 57 µM), inactives show top-dose activity change, negative = inhibition, hits mostly inhibitors. 360,000 tested, 0.72% active. AID 1745845. HEK-293 ATXN2-luciferase reporter, luminescence, 24 h; also: potency is read from the fitted curve at half-maximal effect; % is scaled to controls: 0 for no effect and ±100 for the full control effect; nearly all actives have a fitted effect of over 55% in size
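qHTS (up to 57 uM final) was run with 24 h compound exposure of reporter cells at 37 °C. Each well was multiplexed: SteadyGlo luminescence measured ATXN2-luciferase expression after a fluorogenic Gly-Phe-AFC viability readout (25 uM final).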
HT1080 IDH1KD tx = toxicity to HT-1080 IDH1 knockdown cells (counter line). HT-1080 IDH1 knockdown viability, ATP luminescence, 48 h. Potency, µM (highest dose often 46.1 µM), for inactives: at the highest dose activity, negative = toxicity, actives largely listed as cytotoxic. 360,000 tested, 2% active. AID 686971;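 also: potency is read from the fitted curve at half-maximal effect; 0% = DMSO wells and -100% = cell-free medium wells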
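Knockdown cells (IDH1KD HT-1080) received compounds 2 h after plating at 750 cells/well and were kept 48 h at 37 °C in 5% FBS RPMI. A CellTiter-Glo luminescence read gave % activity for curve fitting.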
MCF10A rerep = inducers of DNA re-replication in MCF 10A breast cells. 350,000 tested, 2.9% active. MCF 10A DNA re-replication, Hoechst nuclear intensity, 48 h. Potency, µM (highest dose often 46.1 µM), for inactives: at the highest dose activity, positive = re-replication, actives largely listed as activators; also: potency is read from the fitted curve at half-maximal effect; % of control where 0% means no effect; nearly all actives have a fitted effect of over 50% in size
IL1B secr inh = inhibitors of inflammasome signaling (IL-1 beta secretion); AID 743279; activity change, % at 57.5 µM; THP-1 LPS/ATP IL-1B secretion, AlphaLISA, 16 h; hits give low values; 360,000 tested, 4.7% active; in the data active = activity change below about -50%; inconclusive = mostly about -30% to -49%; also: % is scaled to controls: 0 for no effect and ±100 for the full control effect
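Secreted IL-1B measured by AlphaLISA bead assay after 16 h compound exposure of THP-1 cells; compounds (final up to 57.5 uM) added 1 h before LPS (250 ng/mL) and ATP (1.25 mM) stimulation; lower signal means less secretion.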
HT1080-NT tox = kills 2HG-producing HT-1080-NT fibrosarcoma cells. HT-1080-NT fibrosarcoma viability, CellTiter-Glo ATP luminescence, 48 h. Potency, µM (doses to about 46.1 µM), for the others: at the top dose activity, negative = less viability, hits mostly cytotoxic. 360,000 tested, 1.6% active;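 also: NT is the 2HG producing partner of a matched IDH1 knockdown line; potency is read from the fitted curve at half-maximal effect; 0% = DMSO-treated cells and -100% = media-only wells without cells; nearly all actives have a fitted effect of over 55% in size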
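A 48-hour cytotoxicity screen used HT-1080-NT cells plated 2 hours before compound delivery. ATP-based CellTiter-Glo luminescence measured viability, normalized to DMSO and no-cell controls.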
SW480 rerep = induces DNA re-replication in SW480 colon adenocarcinoma cells. Potency, µM (titrated, usually from 46.1 µM), without a hit: top-dose re-replication activation, most hits filed as activators. 340,000 tested, 1.8% active. SW480 DNA re-replication, Hoechst DNA content imaging, 48 h; also: potency is read from the fitted curve at half-maximal effect; % of control where 0% means no effect; nearly all actives have a fitted effect of over 55% in size
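DNA re-replication was detected as more nuclei of elevated Hoechst intensity after 48 hr exposure to compound (23 nL pinned per well of 250 cells).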
S2 tox = reduces viability in counter-screen for ATXN expression inhibitors | S2 cells (HEK-293 line with an ATXN2-luciferase reporter) viability, CellTiter-Fluor protease fluorescence, 24 h | Potency, µM (series often up to 56.7 µM), hits mostly cytotoxic | 400,000 tested, 0.49% active | AID 651635; also: potency is read from the fitted curve at half-maximal effect; nearly all actives have a fitted effect of over 40% in size
Numbers without * were called inactive; i = inactive; u = inconclusive; x = no result given; & = joins results of further samples; [ ] = remark or other dose. Unless noted, calls follow the shape of the dose curve; as a rule, active = well fitted curve in the direction sought with a large enough effect; inconclusive = small, poorly fitted or top-dose-only effect, or another doubt; inactive = no such curve, though single readings can be large; an effect the other way counts as inactive or inconclusive.

1. O=S(=O)(c1ccc(Cl)cc1)N1CCN(c2ccccn2)CC1
2. CN(CC(=O)NCc1ccccn1)S(=O)(=O)c1ccc(F)cc1
3. O=S(=O)(Nc1ccc(N2CCOCC2)cc1)c1cccs1
4. Cn1cc(Br)c(C(=O)N/N=C/c2cc3c(cc2Cl)OCO3)n1
5. COc1ccc(-c2nc3ccccc3n3c(-c4ccccc4)c4c(=O)n(C)c(=O)n(C)c4c23)cc1OC
6. CCOC(=O)c1c(NC(=O)COc2cccc(C(F)(F)F)c2)sc2c1CCCCC2
compound no. | 1 | 2 | 3 | 4 | 5 | 6
KB-3-1 cytotox | 2% | 8% | -2% | u | 19% | u
HepG2 tox | -21% | -37% | 5% | -1% | -3% | -18%
ATXN2 expr inh | 0% | 12% | 2% | 37%[activator] | 3% | 6%
HT1080 IDH1KD tx | 2% | 6% | 10% | 0% | x | x
MCF10A rerep | u | -10% | -13% | 1% | x | x
IL1B secr inh | -12 | -9 | 15 | u | x | x
HT1080-NT tox | -14% | 7% | 3% | -9% | x | x
SW480 rerep | -8% | -3% | 4%[9.22 µM] | 24% | x | x
S2 tox | i | i | i | i | i | i

7. NC(=O)NCCc1ccccc1
8. Cc1csc(NC(=O)CNS(=O)(=O)c2cccs2)n1
9. S=C(NCc1ccncc1)Nc1ccc(Cl)cc1
10. CC(C)(C)CC(C)(C)NC(=S)N1CCN(Cc2ccc3c(c2)OCO3)CC1
11. O=C(CNc1ccccc1)Nc1cccc2ccccc12
12. Cc1cc(SCc2ccc(F)cc2)nc(=O)[nH]1
compound no. | 7 | 8 | 9 | 10 | 11 | 12
KB-3-1 cytotox | 23% | -4% | 5% | 2% | 8% | -4%
HepG2 tox | -7% | -28% | -36% | 2% | -7% | 0%
ATXN2 expr inh | 1% | 0% | 13% | x | -14% | x
HT1080 IDH1KD tx | 10% | -38% | 7% | 12% | -1% | 6%
MCF10A rerep | -1% | -1% | 1% | 10% | 2% | -10%
IL1B secr inh | 11 | -11 | 10 | u | -17 | -12
HT1080-NT tox | 4% | -5% | 10% | 10% | -4% | -3%
SW480 rerep | -2% | 1% | -3% | 2% | -2%[9.22 µM] | u
S2 tox | i | i | i | i | i | i

13. N#CC(C#N)=C/C=C(\Nc1ccc(Cl)cc1)c1ccc(Cl)cc1
14. Cc1cccc(CS(=O)(=O)c2ncc(Cl)c(C(=O)Nc3c(C)cccc3C)n2)c1
15. COc1ccccc1NC(=O)COc1ccc(C(=O)OCC(=O)N2CCCC2=O)cc1OC
16. CCCCN1C(N)=NC[C@@H]1C(C)O (some centres not stated)
17. Cc1ccc(OCCC(=O)OCC(=O)Nc2cc(C)nn2-c2ccccc2)cc1
18. CC1(C)Cc2c(sc(NC(=O)C(=O)N3CCN(CCO)CC3)c2C(N)=O)CO1
compound no. | 13 | 14 | 15 | 16 | 17 | 18
KB-3-1 cytotox | -3% | u | 3% | -1% | -10% | -1%
HepG2 tox | -31% | 10µM* | 11% | -11% | -7% | -9%
ATXN2 expr inh | x | -18% | -4% | 9% | 3% | x
HT1080 IDH1KD tx | 16% | 15µM* | 1% | 0% | 3% | 9%
MCF10A rerep | 2% | u | u | 13% | 7% | -3%
IL1B secr inh | 0 | -66* | -12 | 17 | -9 | 13
HT1080-NT tox | -5% | u | -7% | 0% | -1% | 6%
SW480 rerep | -2% | u | -15% | -11% | 2% | -5%
S2 tox | i | u | i | i | i | i

19. C=CCc1cccc(/C=N/NC(=O)CNc2ccccc2)c1O
20. Cc1ccc(/C=N/NC(=O)C[n+]2ccccc2)o1
21. COc1ccc(NS(=O)(=O)c2cc(NC(=O)Cc3n[nH]c(=O)c4ccccc34)ccc2OC)cc1
22. Nn1c(-c2ccc(F)cc2)nc2ccccc2c1=O
23. Cc1c(Nc2ncnc3c2cnn3-c2ccccc2)c(=O)n(-c2ccccc2)n1C
24. CCn1ccnc1CN1CCc2c([nH]c3ccccc23)C1C(C)(C)C (configuration not stated)
compound no. | 19 | 20 | 21 | 22 | 23 | 24
KB-3-1 cytotox | 9% | -4% | 1% | -4% | 0% | -2%
HepG2 tox | -51% | 4% | -1% | 0% | -32% | -27%
ATXN2 expr inh | 18µM* | -21% | -1% | 5% | 4% | -17%
HT1080 IDH1KD tx | 18µM* | 1% | 4% | 14% | -9% | u
MCF10A rerep | 13% | -9% | 4% | u | 4% | -1%
IL1B secr inh | 89 | 2 | 29 | u | 4 | -84*
HT1080-NT tox | u | 5% | 1% | 1% | -3% | -29%
SW480 rerep | 13µM* | -21% | 4% | -2% | 6% | 17%
S2 tox | u | u | i | i | i | u

25. O=C(N=C1SC2CS(=O)(=O)CC2N1c1ccccc1)c1ccccc1 (configuration not stated)
26. Cc1cccn2c(=O)c(/C=C(\C#N)C(=O)NC3CCS(=O)(=O)C3)c(Oc3ccccc3Cl)nc12 (configuration not stated)
27. COc1ccc(CC(=O)Nc2sc3c(c2C(N)=O)CCCC3)cc1OC
28. O=C(Nc1nnc(S(=O)(=O)N2CCOCC2)s1)c1cccc(F)c1
29. COc1ccc(CCNC(=O)C2CCCN2C(=O)NC2CCCCC2)cc1OC (configuration not stated)
30. Cc1ccc(C2(CCNS(=O)(=O)c3ccc(C)cc3)CCOC(C(C)C)C2)cc1 (configuration not stated)
compound no. | 25 | 26 | 27 | 28 | 29 | 30
KB-3-1 cytotox | 12% | -18% | u | 9%&1% | 10% | u
HepG2 tox | 7% | -26% | 7% | 2%&0% | -8% | -42%
ATXN2 expr inh | 1% | -8% | -18% | 22% | 4% | -5%
HT1080 IDH1KD tx | -19% | u | 0% | 1% | 6% | -25%
MCF10A rerep | -23% | 10% | 7% | -1% | 10% | u
IL1B secr inh | -10 | 14 | -2 | -1 | -4 | -8
HT1080-NT tox | 3% | u | -8% | -12% | 1% | -15%
SW480 rerep | -11% | -18% | 2% | 0% | -7% | 22%
S2 tox | i | i | i | i | i | i

Records above shown as hits in IL1B secr inh.
# | compound | IL1B secr inh | SW480 rerep
14 | Cc1cccc(CS(=O)(=O)c2ncc(Cl)c(C(=O)Nc3c(C)cccc3C)n2)c1 | -66* | u
24 | CCn1ccnc1CN1CCc2c([nH]c3ccccc23)C1C(C)(C)C (configuration not stated) | -84* | 17%

Carrying on:
31. CSc1nc(NCc2ccco2)c2sc3nc(C(C)C)c4c(c3c2n1)CC(C)(C)OC4
32. O=C(CCS(=O)(=O)c1ccc2c(c1)NC(=O)CO2)NCc1ccccc1
33. CCOC(=O)C(NC(=O)c1ccccc1)C(C)(C)SCc1ccccc1 (configuration not stated)
34. CCC(C)NCCCCOc1ccc(Br)cc1 (configuration not stated)
35. O=C(COc1ccc(C2SCCS2)cc1)Nc1ccc(Cl)cc1
36. CCOc1ccc(S(=O)(=O)n2nc(C)cc2C)c2ccccc12
compound no. | 31 | 32 | 33 | 34 | 35 | 36
KB-3-1 cytotox | -9% | -1% | x | -17% | u | 3%
HepG2 tox | 10% | -3% | -1% | 18% | -21% | -9%
ATXN2 expr inh | 3% | 20% | 3% | -10% | -12% | 9%
HT1080 IDH1KD tx | -4% | 0% | 4% | -7% | 6% | 4%
MCF10A rerep | 8% | 1% | -14% | 10% | 11% | -3%
IL1B secr inh | -17 | 10 | 4 | -26 | 20 | 20
HT1080-NT tox | -5% | 0% | 0% | -17% | 8% | 7%
SW480 rerep | -12% | -2% | 19% | -3% | 11% | 37%
S2 tox | i | i | i | i | i | i

Reprinted from the part before: 2 entries, followed by the next part.
35. O=C(COc1ccc(C2SCCS2)cc1)Nc1ccc(Cl)cc1
36. CCOc1ccc(S(=O)(=O)n2nc(C)cc2C)c2ccccc12
37. CCCOc1ccc(/C=N/NC(=O)C2CC2)c(OCCC)c1
38. CCCOC(=O)c1ccc(-c2c(C)noc2-c2ccc(OC)cc2O)o1
39. O=C(O)c1ccc(Cl)c(NCc2cccs2)c1
40. Cc1cc(Cl)ccc1NC(=O)COC(=O)c1nc2nccc(C)n2n1
41. Cc1ccc(S(=O)(=O)N2CCC(=O)CC2c2ccccc2)cc1 (configuration not stated)
42. COc1ccc(-c2noc(CCC(=O)Nc3cccnc3)n2)cc1OC
compound no. | 35 | 36 | 37 | 38 | 39 | 40 | 41 | 42
KB-3-1 cytotox | u | 3% | 7% | -22% | u | -2% | 0% | -4%
HepG2 tox | -21% | -9% | -4% | 13µM* | -2% | -21% | -7% | -4%
ATXN2 expr inh | -12% | 9% | 0% | -17% | -25% | 10% | 3% | 2%
HT1080 IDH1KD tx | 6% | 4% | -9% | u | 14% | -3% | 4% | -1%[9.24 µM]
MCF10A rerep | 11% | -3% | 24% | u | u | -5% | 18% | 0%
IL1B secr inh | 20 | 20 | 23 | -20 | 3 | -14 | 18 | -11
HT1080-NT tox | 8% | 7% | -2% | -35% | 0% | 0% | 16% | -2%
SW480 rerep | 11% | 37% | 0% | -9% | -1% | -3% | 2% | -3%
S2 tox | i | i | i | i | i | i | i | i

43. Cc1cccc(NC(=O)Cn2cc(C=O)c3ccccc32)c1
44. CC(C)=CC(=O)Nc1ccccc1Br
45. O=C(COC(=O)CNC(=O)c1ccccc1)Nc1ccccc1Cl
46. Cc1ccc(NS(=O)(=O)c2ccc(NC(=O)CN(c3cc([N+](=O)[O-])ccc3C)S(C)(=O)=O)cc2)c(C)c1
47. O=C(NNC(=O)c1cc([N+](=O)[O-])ccc1Cl)c1cccs1
48. CN(C(=O)CSc1nc(N)cc(=O)[nH]1)C1CCCCC1
compound no. | 43 | 44 | 45 | 46 | 47 | 48
KB-3-1 cytotox | -2% | 1% | 26% | u | 2% | -4%
HepG2 tox | -22% | 6% | -5% | -23% | -5% | 1%
ATXN2 expr inh | -17% | -1% | -6% | u | -14%[11.3 µM] | x
HT1080 IDH1KD tx | -8% | -6% | 7% | u | 0% | -3%
MCF10A rerep | u | 5% | 11% | u | 5% | x
IL1B secr inh | 63 | -5 | -6 | u | -14 | 6
HT1080-NT tox | 2% | 3% | 17% | u | 1% | 4%
SW480 rerep | u | 3% | -6% | u | -6% | x
S2 tox | i | i | i | u | i | i
